RAD52 inh: blocks human RAD52 DNA annealing; inhibition, % at 18.7 µM; recombinant RAD52 DNA annealing, FRET fluorescence; P43351; 360,000 compounds, 0.46% hits;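 active = every replicate showing at least 50% inhibition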
CFTR F508del cor: correctors of CFTR F508del function in bronchial epithelial cells; CFBE cells, YFP halide quenching; stimulated with forskolin plus potentiator P3; % fluorescence drop versus neutral controls; activity (quench increase), % at 7.58 µM; 350,000 compounds, 0.36% hits; AID 720511;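 active = mean added fluorescence quench of at least 8% versus neutral control, with both replicates also reaching 8%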;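 note: cells transiently co-express mutant CFTR-F508del with the halide-sensitive YFP; corrector assay measuring rescue of mutant channel to the surface after 24 h compound exposure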
XiGFP reactiv: activators of X-chromosome reactivation in mouse fibroblasts | 360,000 compounds, 0.055% hits | XiGFP mouse fibroblasts, % GFP-positive cells imaging, 3 d; cells co-treated with 5-aza-dC sensitizer; scaled so ellipticine positive control = 100% | activation, % at 7.58 µM;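 active = mean normalized replicate activation at least 10% and every replicate at or above 10%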;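 note: 0% = median of on-plate neutral control wells and 100% = ellipticine 6 µM median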
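Material: XiGFP fibroblasts, SV40-immortalized. Buffer or medium: DMEM plus 5-aza-dC sensitizer. Compound: single concentration per compound, delivered by pin transfer. Times: 3 days compound exposure. Controls: ellipticine 6 µM.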
esBAF inh: blocks esBAF chromatin remodeling in mouse ES cells. Bmi1-luciferase knock-in reporter, 24 h; 100% = twice the neutral-well signal. 350,000 compounds, 2% hits. reporter increase, % at 12.5 µM; in the data active = activation above about 40%;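 note: 0% = median of the plate's neutral control wells and 100% = double that signal; a rise in the Bmi1 reporter signal indicates esBAF inhibition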
RAD54 inh: RAD54 (human) branch migration inhibition | inhibition, % at 10.4 µM | Q92698 | 360,000 compounds, 0.14% hits | RAD54 Holliday junction branch migration, FAM/BHQ fluorescence;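 active = mean normalized replicate activity at least 40 and at least half of replicates scoring 40 or more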;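 note: 0% = median of neutral control wells and 100% = median of positive control wells; inhibitors cause a drop in the FAM fluorescence signal; in these data hits start at about 50%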
INS-1E GSIS act: primary screen for activators of insulin secretion dependent on glucose, INS-1E cells, GLuc reporter luminescence; AID 743287; activation, % at 16.6 µM; INS-1E GLuc reporter insulin secretion, 2-3 h; 370,000 compounds, 0.61% hits;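 active = lowest replicate activation of at least 40%, so every replicate reaches that level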;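 note: 0% = median of neutral control wells and 100% = median of IBMX positive control wells; some compounds called inactive have numbers as strong as hits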
ARNT-TACC3 inh: disruptors of human ARNT/TACC3 interaction. Q9Y6A5. AlphaScreen His-ARNT PAS-B/GST-TACC3 binding, luminescence; TACC3 fragment carries E629A point mutation. inhibition, % at 9.99 µM. 390,000 compounds, 0.66% hits;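 active = mean inhibition of replicates at least 50% and at least half of replicates each reaching 50%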;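 note: 0% = complete ARNT plus TACC3 wells and 100% = ARNT alone without TACC3; many hits fall short of the cut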
ERAP1 HTS inh: blocks human ERAP1 aminopeptidase activity. Q9NZ08. 340,000 compounds, 0.15% hits. recombinant ERAP1, Leu-AMC fluorescence, 60 min. AID 652197. inhibition, % at 10.7 µM;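 active = mean replicate inhibition of at least 30%, or all replicates individually reaching that 30% level; inactive = mean below 30% and not every replicate reaching it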;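 note: 0% = neutral control wells and 100% = L-leucinethiol positive control wells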
Target sequence (Q9NZ08 whole entry, looked up): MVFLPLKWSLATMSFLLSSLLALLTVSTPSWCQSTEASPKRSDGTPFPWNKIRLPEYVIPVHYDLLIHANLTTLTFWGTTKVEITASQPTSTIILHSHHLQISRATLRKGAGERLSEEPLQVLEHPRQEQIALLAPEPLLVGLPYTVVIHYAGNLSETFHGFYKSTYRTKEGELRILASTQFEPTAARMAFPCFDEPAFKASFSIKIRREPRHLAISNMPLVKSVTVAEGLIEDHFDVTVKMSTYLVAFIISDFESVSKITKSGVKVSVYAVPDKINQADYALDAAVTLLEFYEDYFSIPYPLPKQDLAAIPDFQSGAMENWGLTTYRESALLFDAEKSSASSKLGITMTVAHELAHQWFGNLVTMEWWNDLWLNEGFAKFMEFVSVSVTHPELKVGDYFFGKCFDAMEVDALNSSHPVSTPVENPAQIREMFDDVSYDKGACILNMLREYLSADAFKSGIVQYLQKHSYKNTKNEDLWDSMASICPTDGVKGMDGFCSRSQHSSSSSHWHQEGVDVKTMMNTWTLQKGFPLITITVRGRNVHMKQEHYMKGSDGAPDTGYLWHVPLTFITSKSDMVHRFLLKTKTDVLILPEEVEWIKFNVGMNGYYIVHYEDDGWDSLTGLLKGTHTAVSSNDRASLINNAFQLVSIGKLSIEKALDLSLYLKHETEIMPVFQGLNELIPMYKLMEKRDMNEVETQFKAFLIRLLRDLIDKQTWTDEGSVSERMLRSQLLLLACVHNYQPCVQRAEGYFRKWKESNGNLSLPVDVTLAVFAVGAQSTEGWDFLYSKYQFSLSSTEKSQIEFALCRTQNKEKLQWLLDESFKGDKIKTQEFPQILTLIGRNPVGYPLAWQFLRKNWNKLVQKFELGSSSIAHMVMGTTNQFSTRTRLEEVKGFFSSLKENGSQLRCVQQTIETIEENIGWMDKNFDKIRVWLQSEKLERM
Starred values were filed as active, the others as inactive; / = no result given.

The opening 2 records (preview)
Structure	RAD52 inh	CFTR F508del cor	XiGFP reactiv	esBAF inh	RAD54 inh	INS-1E GSIS act	ARNT-TACC3 inh	ERAP1 HTS inh
CO[C@H]1CN(C)C(=O)c2ccc(NC(=O)c3nc4ccccc4s3)cc2OC[C@H](C)NC[C@@H]1C	4	-0.4	-0.1	-5	15	-7	0	-1
CN1c2ccc(-c3ccc(F)cc3)cc2[C@@H]2[C@@H](CCN2C(=O)c2cccnc2)[C@H]1CO	/	-0.4	0.1	-14	5	18	3	/

All compounds of this part (from the top)
Structure	RAD52 inh	CFTR F508del cor	XiGFP reactiv	esBAF inh	RAD54 inh	INS-1E GSIS act	ARNT-TACC3 inh	ERAP1 HTS inh
CO[C@H]1CN(C)C(=O)c2ccc(NC(=O)c3nc4ccccc4s3)cc2OC[C@H](C)NC[C@@H]1C	4	-0.4	-0.1	-5	15	-7	0	-1
CN1c2ccc(-c3ccc(F)cc3)cc2[C@@H]2[C@@H](CCN2C(=O)c2cccnc2)[C@H]1CO	/	-0.4	0.1	-14	5	18	3	/
CCNC(=O)Nc1ccc2c(c1)C(=O)N(C)[C@H]1CC[C@H](CC(=O)NCc3ccccc3F)O[C@@H]1CO2	2	-0.9	0.2	0	5	8	-9	-3
S=C(Nc1ccccc1Cl)N1CCCCCC1	-10	-1.0	0.5	/	/	4	-4	-1
O=C(COC(=O)c1ccc(Cl)c(Cl)c1)NC1CCCC1	-13	0.9	0.0	-2	-1	36	8	-2
Cc1ccc(S(=O)(=O)Nc2cccc3c2O[C@@H](CN(C)S(=O)(=O)c2ccc(F)cc2)[C@H](C)CN([C@@H](C)CO)C3=O)cc1	/	-3.8	-1.1	-2	2	20	-7	/
COc1ccc(C2=NN(CN3C(=O)C(=O)c4ccccc43)C(c3cccc([N+](=O)[O-])c3)C2)cc1 (stereo unspecified)	-1	0.4	0.0	/	/	/	3	-2
C[C@@H]1CN([C@H](C)CO)C(=O)c2cccc(NC(=O)c3nc4ccccc4s3)c2O[C@@H]1CN(C)Cc1ccc(Cl)c(Cl)c1	-7	-2.5	0.2	2	-5	-6	-8	2
CN(Cc1ccccc1)C(=O)Nc1c(Cl)cccc1Cl	0	-0.9	0.0	/	/	1	/	3
C[C@@H]1CN([C@H](C)CO)C(=O)c2cc(N(C)C)ccc2O[C@H]1CN(C)Cc1ccccc1	5	-0.5	-1.0	-2	7	6	-9	-1
C=C(C)CN(CC)C(=O)CN1C(=O)NC(C)(c2ccc3ccccc3c2)C1=O (stereo unspecified)	-8	4.0	0.1	/	/	-42	-2	-3
O=C(NC1CCCCC1)C(c1ccccc1)N(C(=O)c1cccs1)c1ccc2c(c1)OCO2 (stereo unspecified)	0	0.8	/	-2	7	2	7	4
C[C@H]1CN([C@@H](C)CO)S(=O)(=O)c2ccc(-c3ccc(F)cc3)cc2O[C@@H]1CN(C)C(=O)c1ccccc1F	30	-2.6	0.2	-9	3	-17	2	0
O=C1NC2(CCC3(CC2)OCCO3)NN1c1ccc(Cl)cc1	-10	/	0.0	/	/	-11	/	3
CN(C(=O)Cn1c(Cl)nc2c1c(=O)n(C)c(=O)n2C)C1CCS(=O)(=O)C1 (stereo unspecified)	-4	2.9	0.2	-6	-8	6	/	83*
COc1ccc(C#Cc2ccc3c(c2)[C@@H]2[C@@H](CCN2C(=O)C2CCCC2)[C@H](CO)N3)cc1	12	1.5	0.0	/	/	-29	/	1
Cc1cc(N2CCN(Cc3nc(-c4ccc(F)cc4)oc3C)CC2)cc(C)n1	0	-4.1	0.0	/	/	8	6	-6
CC(C)Cn1nc(C(=O)Nc2cccc(S(=O)(=O)N3CCCC3)c2)c2ccccc2c1=O	-13	-0.8	0.1	8	-3	-14	-5	-1
C[C@H]1CN([C@@H](C)CO)C(=O)c2cccc(N(C)C)c2O[C@@H]1CN(C)S(=O)(=O)c1ccc(F)cc1	0	-3.2	0.0	5	-2	-2	/	1
COc1cccc(NC(=O)N[C@@H]2C=C[C@@H](CC(=O)Nc3ccccc3)O[C@@H]2CO)c1	2	-2.9	-0.3	/	/	-2	/	-3
CC(C)(C)CC(=O)NC(=S)Nc1ccccc1C(F)(F)F	/	/	/	-4	7	-14	1	/
C=CCNC(=O)c1ccc2nc(Cc3ccc(OC)cc3)oc2c1	-11	0.8	0.0	89*	4	-3	3	2
CCOC(=O)c1sc(NC(=O)COc2ncnc3ccccc23)c(C(=O)OCC)c1C	-10	4.7	0.0	/	/	-2	-6	1
O=C1COc2ccc(S(=O)(=O)N3CCN(c4ccccc4F)CC3)cc2N1	-4	-2.9	-0.1	2	5	0	3	3
NC1=NS(=O)(=O)NC1c1ccc(F)cc1 (stereo unspecified)	-10	-0.7	0.1	/	/	22	-9	1
CCc1cccc(C)c1NC(=O)COC(=O)Cc1ccccc1	-16	-3.7	0.2	1	4	3	/	3
COc1ccccc1C1CCN(c2ccc(CO)cc2[N+](=O)[O-])CC1	-5	0.0	0.0	-3	-9	5	-1	-1
O=C(COc1ccccc1)Nc1nnc(S(=O)(=O)N2CCCCCC2)s1	-18	-0.9	0.2	-45	-1	2	21	-5
CCOc1ccc(S(=O)(=O)NCCC(=O)OCC(=O)N2CC(=O)Nc3ccccc32)cc1	-4	-1.1	0.6	-3	-1	10	-2	1
CNC(=S)N(C)c1ccccc1	0	-3.2	-0.1	/	-8	27	-5	1
CCCCCCn1c(=O)n2n(c1=O)[C@@H]1CN(S(=O)(=O)c3ccc(C)cc3)C[C@]1(O)[C@@H](OC(=O)Nc1cccs1)C2	-26	0.5	/	-6	1	-2	/	-3
C[C@H]1CN([C@@H](C)CO)C(=O)c2cccc(NC(=O)Nc3ccc4c(c3)OCO4)c2O[C@@H]1CN(C)C(=O)Nc1ccc2c(c1)OCO2	0	-0.9	0.1	11	3	0	10	-13
CCCS(=O)(=O)Nc1ccc(Nc2c3ccccc3nc3ccccc23)c(OC)c1	64*	7.3	0.4	/	/	-13	12	-58
Cc1ccc(-c2nnc(-c3ccc4c(c3)OCO4)o2)cc1	-4	-1.9	0.0	-10	5	14	-11	1
CSc1ccc(CN2C(=O)NC3(CCCCCC3)C2=O)cc1	1	-3.3	0.3	/	/	5	/	-5
CSc1ccccc1OCc1cc(C(=O)N(C)CC2COCCO2)no1 (stereo unspecified)	-10	-0.4	-0.1	25	-4	20	1	-2
Cc1ccc(S(=O)(=O)N2CCN(C(=O)c3ccc(N4CCCC4)c([N+](=O)[O-])c3)CC2)cc1	3	-2.9	0.0	/	2	-3	12	1
COc1ccc(NC(=O)Nc2ccccc2SC)c(OC)c1	-15	4.2	0.5	6	3	10	-31	-2
C=CCN(C(=O)CSc1nc2[nH]ncc2c(=O)n1-c1ccccc1OC)c1ccccc1	/	/	/	-2	1	3	-5	/
CC(C)CC#Cc1cnc2c(c1)C(=O)N([C@H](C)CO)C[C@H](C)[C@@H](CN(C)C(=O)c1ccccc1F)O2	/	-4.0	0.4	1	6	-18	/	/
Cn1c(SCC(=O)NCCc2ccccc2)ncc(C(=O)Nc2ccccc2)c1=O	-4	0.6	-0.1	9	0	5	1	2
OC[C@@H]1[C@@H](c2ccccc2)C2(CN(Cc3nccs3)C2)N1CC1CCOCC1	-15	-2.5	0.1	/	/	5	/	0
CC1CCN(C(=O)c2ccc3c(c2)NC(=O)/C(=C/c2ccccc2)S3)CC1	-24	-1.4	0.0	3	11	-22	-26	1
CCOc1ccc(S(=O)(=O)N(CC)CC(=O)NCc2ccncc2)cc1	-11	-0.6	0.3	1	-10	2	/	-1
CN(Cc1cc2cc(F)ccc2[nH]1)Cc1nc(-c2cnccn2)no1	-23	1.6	-0.2	-3	10	-6	10	-5
CCCN(C(=O)c1c(-c2ccccc2)noc1C)c1c(N)n(Cc2ccccc2)c(=O)[nH]c1=O	-19	-3.6	0.0	-4	4	3	-4	-1
O=C(CNC(=O)c1ccc2ccccc2c1)Nc1ncccc1O	-25	-0.6	0.0	51*	5	-3	28	-4
COc1cccc(CN2CCN(c3nc4nonc4nc3N3CCCCC3)CC2=O)c1	-2	-3.1	4.0	-4	/	-19	7	-1
O=C([C@@H]1[C@@H](CO)[C@@H]2Cn3c(ccc(-c4ccccc4)c3=O)[C@H]1N2CCC(F)(F)F)N1CCOCC1	5	-2.2	-0.1	5	5	4	-10	0
Nc1cccnc1Oc1ccc(F)cc1F	2	-1.6	0.1	/	/	-3	-6	/
O=C1C(=NO)CC(c2ccccc2)N1c1ccccc1 (stereo unspecified)	-2	/	0.1	-2	-3	/	-9	-8
COc1cc(CCNC2=CC(=O)c3ncccc3C2=O)ccc1O	7	3.5	1.0	/	/	-37	37*	4
COc1ccc(NS(=O)(=O)c2cccc(NC(=O)C3=NN(c4ccccc4)C(=O)CC3)c2)cc1	-13	-0.2	0.2	4	3	15	8	0
N#C[C@@H]1[C@H](c2ccc(-c3cncnc3)cc2)[C@H](CO)N1C(=O)Cc1ccccc1	-62	1.0	-0.1	1	-8	11	-3	1
N#Cc1cccc(NC(=O)COC(=O)CCc2ccc(S(=O)(=O)N3CCOCC3)cc2)c1	0	0.4	0.6	-5	6	-4	0	-2
CCOc1ccc(OCC)c(S(=O)(=O)NNC(=O)c2c(C)nc3ccccn23)c1	0	-0.9	0.3	/	-6	4	-3	1
Cc1noc(C)c1NC(=O)Nc1ccc2c(c1)CC(=O)N([C@H](C)CO)C[C@H](C)[C@@H](CN(C)Cc1ccc(-c3ccccc3)cc1)O2	25	0.1	-0.6	0	/	-24	/	1
COc1ccc(CCNC(=O)Cn2nnc(-c3cccs3)n2)cc1OC	-8	-1.6	/	-6	/	16	-3	0
O=C(Nc1ncccc1O)c1ccc2ccccc2c1	-19	-2.1	0.5	-43	-5	13	2	-6
COc1ccc(N(CC2CO2)S(=O)(=O)c2ccccc2)cc1 (stereo unspecified)	-22	0.8	0.0	7	/	4	3	0
C[C@H]1CN([C@@H](C)CO)C(=O)c2cccc(NC(=O)C3CCOCC3)c2O[C@H]1CN(C)Cc1ccc2c(c1)OCO2	-2	3.4	-0.1	-12	3	17	/	-1
Cc1[nH]c2ccccc2c1SCC(=O)Nc1nccs1	-8	-0.8	-0.8	/	/	2	-2	3
CN(C)CCNC(=O)c1nn(C)c2c1CCc1ccccc1-2	-1	2.8	-0.1	-1	-4	28	-1	0

Screening data as filed in PubChem BioAssay.
